# Compound activity: PubChem BioAssay, several laboratories
# E-sel TNF inh: TNF alpha driven E-selectin expression inhibition; HUVEC TNFa-induced E-selectin immunofluorescence, high content; inhibition, % at 2 µM; 0.71% of 120,000 active;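 active means inhibition above the batch mean plus 3 SD, and confirmed as a hit on visual image review, cut at about 43% in these data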;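 further: 0% = TNF-stimulated DMSO wells and 100% = unstimulated control wells; not every result past the cut was called active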
# BB579 growth dn: reduces growth of yeast BB579 in restrictive medium; S. cerevisiae BB579 growth, OD615, 48 h; inhibition, % at 10 µM; 0.51% of 140,000 active; AID 804;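 active means inhibition above a set limit, 3 SD over the mean compound inhibition, cut at about 44% in these data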; further: inactives centre near -24
#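 Test system: Saccharomyces cerevisiae DeaD strain BB579, replicative lifespan model yeast | Buffer or medium: Restrictive CSMM-D medium | Doses: One dose, 10 µM compound with 0.25% DMSO | Incubation: 48 h exposure, 30 °C | Detection: Culture absorbance at 615 nm | Control set: Amphotericin B at 10 µg/mL as positive control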
# Yeast life ext: extends the lifespan of yeast. S. cerevisiae growth with nicotinamide, OD615; deaD strain in restrictive glucose medium. inhibition of the nicotinamide effect, % at 10 µM. 0.68% of 130,000 active;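 active means inhibition above a set limit, placed 3 SD over the median of all compounds, cut at about 26% in these data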;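 further: 0% = nicotinamide-treated wells and 100% = cells grown without nicotinamide; some compounds called inactive have numbers as strong as hits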
#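 Assay system: DeaD-strain S. cerevisiae. Medium: CSMM-D glucose medium, restrictive. Reagent: nicotinamide, 1.5 mM, co-present with compound. Compound: 10 µM single point, 0.25% DMSO. Schedule: culture preincubation 4 h, compound exposure 48 h, both 30 °C. Detection: absorbance at 615 nm.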
# GALR2 antag: antagonists of human galanin receptor 2 (GALR2) | O43603 | GALR2-expressing cells, antagonist mode | inhibition, % at 4 µM | 0.39% of 140,000 active | AID 828; in the data active means inhibition above about 27%;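 further: cells stimulated with galanin 1-16 at roughly its EC80; 0% = agonist challenge control and 100% = basal control without agonist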
# Target sequence (O43603 whole entry, looked up): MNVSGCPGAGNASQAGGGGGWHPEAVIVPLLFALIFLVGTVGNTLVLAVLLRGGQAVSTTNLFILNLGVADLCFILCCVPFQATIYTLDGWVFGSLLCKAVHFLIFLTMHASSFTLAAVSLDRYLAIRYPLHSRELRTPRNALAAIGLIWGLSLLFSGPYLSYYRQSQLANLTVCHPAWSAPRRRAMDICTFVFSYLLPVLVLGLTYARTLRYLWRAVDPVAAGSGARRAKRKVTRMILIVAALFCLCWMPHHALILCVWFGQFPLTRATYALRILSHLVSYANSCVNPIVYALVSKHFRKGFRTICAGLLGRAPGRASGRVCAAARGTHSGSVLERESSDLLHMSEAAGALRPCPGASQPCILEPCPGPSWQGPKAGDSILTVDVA
# Phagocytosis inh: macrophage phagocytosis inhibition. J774A.1 macrophage IgG-bead phagocytosis, imaging. inhibition, % at 5 µM. 0.07% of 110,000 active. AID 1029;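 active means inhibition above the mean of the plate negative controls plus 5 SD, cut at about 13% in these data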;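 further: phagocytic index as fraction of beads internalized from green versus red external bead signal; plate controls were DMSO negative control for no effect and cytochalasin-D positive control for full effect; some results beyond the cut were filed as inactive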
# MRP-1 activ: activates MRP-1; H69AR cells + doxorubicin, viability rescue, CellTiter-Glo; viability increase, % at 10 µM; 0.61% of 140,000 active;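 active means viability gain under doxorubicin at or above a set limit, the compound median plus 3 SD, cut at about 4.7% in these data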;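 further: MRP-1 overexpressing cells given doxorubicin 25 µM after compound pretreatment; 18-22 h compound pretreatment then 72 h with doxorubicin before readout; 0% = doxorubicin-only wells and 100% = vehicle-treated cells without doxorubicin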
# Measles CPE: protection of cells from measles virus | protection (pct of control), % at 4 µM | 1.5% of 140,000 active | Measles virus-infected cells, CPE protection, absorbance; in the data active means protection mostly above about 24%, no sharp cut-off; inactive means mostly below about 26%; further: some compounds called inactive have numbers as strong as hits
# bCat KO growth: beta-catenin-lacking colon tumor cell growth suppression; viability, % at 10 µM; 1.5% of 140,000 active; HCT116 beta-catenin knockout viability, CellTiter-Glo, 60 h; stronger effect = lower value;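 active means viability at or under a set limit, the compound median less 4 SD, cut at about 6% in these data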;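 further: 0% = Hyamine 1622 control at 20 µM and 100% = untreated cell control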
# NPY-Y2 antag: antagonists of human neuropeptide Y receptor Y2; P49146; NPY-Y2 expressing cells, antagonist mode; inhibition, % at 2.7 µM; 0.99% of 140,000 active; AID 793; in the data active means inhibition above about 17%;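 further: 0% = vehicle with agonist challenge and 100% = reference antagonist with challenge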
# Target sequence (P49146 whole entry, looked up): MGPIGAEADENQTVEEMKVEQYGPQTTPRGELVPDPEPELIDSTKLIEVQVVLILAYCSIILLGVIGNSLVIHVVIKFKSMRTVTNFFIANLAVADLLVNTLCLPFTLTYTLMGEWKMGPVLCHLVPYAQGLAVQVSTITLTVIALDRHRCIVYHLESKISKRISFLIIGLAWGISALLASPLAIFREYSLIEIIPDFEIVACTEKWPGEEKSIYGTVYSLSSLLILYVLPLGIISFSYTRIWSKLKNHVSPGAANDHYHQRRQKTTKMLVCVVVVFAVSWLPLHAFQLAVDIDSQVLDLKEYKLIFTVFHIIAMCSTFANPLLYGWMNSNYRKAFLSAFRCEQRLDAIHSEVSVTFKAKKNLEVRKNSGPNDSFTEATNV
# PTEN del growth: suppresses growth of cells with PTEN deletion | HCT116 PTEN-null viability, CellTiter-Glo, 60 h; stronger effect = lower value | viability, % at 10 µM | 1.2% of 140,000 active | AID 827;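 active means viability at or below a set limit, 4 SD under the median of all tested compounds, cut at about 3.7% in these data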;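 further: PTEN knockout HCT116 line with beta catenin targeted HCT116 as companion control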
# Starred values were filed as active, the others as inactive; . = not tested or not shown.
SMILES,E-sel TNF inh,BB579 growth dn,Yeast life ext,GALR2 antag,Phagocytosis inh,MRP-1 activ,Measles CPE,bCat KO growth,NPY-Y2 antag,PTEN del growth
CC(=O)Nc1cccc(-c2nc3ccccc3c(=O)o2)c1,8,-10,-10,-1,0,-1.7,2,106,8,107
CN(CC#CC1(O)c2ccccc2-c2ccccc21)Cc1ccccc1,.,-55,10,5,-7,-1.8,4,92,5,96
COc1ccc(OC)c(NC(=O)Cc2nn(C)c(=O)c3ccccc23)c1,-6,-30,-8,9,.,-2.2,6,75,0,70
CCOC(=O)c1[nH]c(C)c(C(=O)NCc2ccc(C)cc2)c1C,-4,-22,-10,-11,.,-1.3,2,91,2,68
S=C(Nc1ccc(Br)cc1)N1CCCC1,.,-27,-3,4,-12,0.6,25,92,5,109
Cc1ccc(Nc2nnc(C(C)(C)C)c(=O)n2N)cc1,14,-25,-4,9,-8,3.3,12,94,0,102
CNc1nc(SCc2ccc(C)cc2)nc2c1CCCC2,.,24,-11,6,.,3.7,57*,85,5,72
COC(=O)c1ccc(Oc2nc(C)cc(Oc3ccccc3)n2)cc1,-4,-22,-7,-10,.,-1.9,5,92,4,94
CCn1c(=S)[nH]c2cc(S(=O)(=O)N3CCCCC3)ccc21,45,-21,1,4,-3,-6.0,2,35,3,34
CCOC(=O)c1cnc2c(C(=O)OC)cccc2c1NCCN1CCOCC1,4,-21,3,-2,2,-3.9,7,91,2,92
CCC(C)N(CCNC(=O)CC1Oc2ccc(C)cc2NC1=O)C1CCCCC1 (stereo not given),-4,-44,-7,1,-1,-1.1,12,92,4,98
CCOC(=O)c1[nH]c2ccccc2c1NC(=S)Nc1cccc(C)c1,-11,-20,13,12,.,-3.0,2,88,1,84
C/C(=N\NC(=O)CNC(=O)c1ccc2c(c1)OCO2)c1ccco1,.,-47,5,-3,-5,1.9,6,104,1,102
CCCc1cc2c(OC(=O)CC)c(-c3ccc(C(=O)OCC)o3)c(=O)oc2cc1OC,.,-22,7,4,0,3.0,3,92,3,92
COc1ccc(C(=O)CSc2nnc(-c3ccco3)n2C)cc1,5,26,-3,-3,0,-2.2,3,94,-1,100
O=C(c1ccc(CNc2c(N3CCOCC3)c(=O)c2=O)cc1)N1CC=C(c2ccccc2)CC1,19,2,-16,4,0,-0.1,3,83,6,83
CCN1CCN(Cc2cccc(Oc3ccc(Cl)cc3)c2)CC1,-6,-10,-12,-14,1,-2.2,25,63,11,69
Cc1ccc(NC(=O)CCOc2ccccc2)cc1S(=O)(=O)Nc1ccccc1Cl,-8,-46,0,-6,-13,4.7,2,85,0,67
CCCCOCC(O)CN1CCN(C(C)=O)CC1 (stereo not given),-2,-8,-6,14,-1,0.9,3,97,2,108
COc1ccc(C2C(C#N)=C(N)N(c3cccnc3)C3=C2C(=O)CCC3)cc1Cn1cc([N+](=O)[O-])cn1 (stereo not given),-6,-26,5,-8,-2,-1.8,10,80,4,72
COc1ccc(/C=C/c2noc(-c3ccccc3O)n2)cc1,.,-45,-2,-5,-12,0.7,10,97,14,94
COc1cccc(NC(=S)NC2CC(C)(C)NC(C)(C)C2)c1,.,-37,1,11,-9,-3.2,36,84,-1,95
COC(=O)c1cc(NC(=O)c2c(Cl)cnn2C)cc(C(=O)OC)c1,30,-15,-7,-4,-3,-2.4,18,91,4,101
Cc1ccc(-c2nnc(-n3nnc4ccccc43)c3ccccc23)cc1,31,-20,-6,6,0,-4.5,3,73,-1,55
Cc1ccc(CSCC(=O)Nc2ccc(F)cc2)cc1,.,6,-5,0,-9,2.1,6,92,0,90
CCn1c(SCc2ccccc2Cl)nc2nc3c(cc2c1=O)CCCC3,.,-21,-3,5,-11,1.3,6,77,18*,75
COc1ccc(Nc2nc(C)cc(C)c2C#N)cc1,0,-8,-7,9,0,-1.8,7,90,1,100
COc1cccc(C2(CSc3nnc(-c4cc(OC)c(OC)c(OC)c4)o3)OCCO2)c1,-25,-12,1,3,-1,-4.8,19,85,4,87
Cc1ccccc1C(=O)NCCCCc1ccccc1,.,-12,-5,2,.,-1.1,21,91,1,95
CC(C)N=C(NC#N)SCc1ccc(Br)cc1,.,-25,-10,5,.,-2.3,2,103,0,93
CCCC(=O)OCCNC(=O)c1cc2ccccc2oc1=O,3,0,-25,-12,1,-2.2,25,101,3,100
CCCCS(=O)c1c(O)c2ccccc2[nH]c1=O (stereo not given),2,-49,23,4,-5,1.9,8,92,2,94
Cn1c(C(=O)N2CCCC(C(=O)NCCc3ccccc3)C2)cc2sccc21 (stereo not given),29,-12,-7,11,.,-5.0,11,17,2,19
COc1ccccc1-c1nc(-c2ccc(Br)o2)no1,-15,-35,-14,-1,0,-4.3,6,87,1,86
Cc1ccc2nc(NC(=O)CN3CCOCC3)sc2c1,-8,-44,-15,-3,-2,0.6,7,101,0,94
Cc1nn(C(C)C(=O)NNC(=S)Nc2ccc(F)cc2)c(C)c1[N+](=O)[O-] (stereo not given),16,-8,-9,-3,-1,0.5,16,98,3,99
CC1CC(C)CN(C(=O)CSc2nnc(CSc3ncccn3)n2C)C1 (stereo not given),1,-11,-12,4,.,-0.9,10,89,1,95
Cc1cc(C)c(NC(=O)c2cc3c(nc4sccn43)s2)c(C)c1,-27,-26,-8,18,-1,-4.9,28*,78,-1,66
Cc1c(NC(=O)N2CCCCCC2)c(=O)n(-c2ccccc2)n1C,.,6,-10,5,-1,0.4,2,91,-1,115
CC(=O)c1ccc(-n2nnnc2SCC(=O)NNC(=O)c2ccco2)cc1,.,-29,-20,-4,.,-1.3,4,101,2,104
Cn1cc(Br)c(C(=O)Nc2nccs2)n1,10,-20,-5,5,-2,0.0,32*,86,4,100
Cc1ccc(SCc2cc(=O)[nH]c(N3CCN(Cc4ccc5c(c4)OCO5)CC3)n2)cc1,-26,-36,6,0,1,-0.8,13,96,4,96
CCOc1ccc(NS(=O)(=O)c2ccc(SC)cc2)cc1,-10,-49,0,-3,.,-4.8,8,80,3,81
CC(=O)NC(Cc1c[nH]c2ccccc12)C(=O)OCC(=O)Nc1ccc2c(c1)OCO2 (stereo not given),.,-29,-8,-4,0,-2.8,0,83,6,86
CCn1c(SCC(=O)c2ccccc2)nnc1-c1cc2cc(Br)ccc2o1,15,-23,-2,5,-1,-4.1,22,99,0,91
Cc1cccc(N(C2C=CS(=O)(=O)C2)S(=O)(=O)c2ccccc2)c1 (stereo not given),-28,-8,-2,10,3,-3.1,11,96,-1,97
COCCN(Cc1ccccc1)P(=O)(O)c1ccccc1OCC(=O)O,-46,-36,-12,8,-3,-1.6,11,108,2,91
CCc1ccc(O)c(N=Cc2ccccc2O)c1,-17,-44,-12,4,-1,-3.5,3,71,0,80
O=C(c1ccccc1)c1nn(-c2cccc(Cl)c2)c2nc(-c3ccccc3)cc(=O)n12,-13,-15,-9,6,.,-1.0,3,64,5,64
Cc1[nH]c2ccccc2c1/C=N/Nc1ccc(F)cc1F,.,-15,-11,8,-7,-4.0,15,76,1,83
Cc1nc(N2CCOCC2)c2oc3ccccc3c2n1,-8,-20,-18,0,5,-3.7,4,81,-2,86
O=c1cc(CSc2nnnn2-c2ccccc2)nc(Nc2ccc(F)cc2)[nH]1,.,-20,-9,-7,-2,-1.9,7,69,2,79
CN1CCN(C(=O)C2C3C=CC(C3)C2C(=O)O)CC1 (stereo not given),-18,-25,-22,-9,-1,-1.4,7,83,2,96
Cc1c(NC(=O)CCCOc2ccccc2)cccc1[N+](=O)[O-],9,-4,-11,-7,0,0.1,3,96,-1,85
COc1ccc(NS(=O)(=O)c2ccc(NC(=S)NC(=O)/C=C/c3ccc(C)cc3)cc2)nn1,.,-16,-1,8,0,-3.2,3,84,3,94
CC(C)(C)c1ccc(C(=O)NC(=S)Nc2sc3c(c2C#N)CCC3)cc1,.,-15,2,3,.,2.8,.,78,3,79
CN(C)S(=O)(=O)c1cc([N+](=O)[O-])ccc1N1CCCCCC1,4,-44,-19,-14,.,-2.1,16,83,9,74
Cc1ccc(N=Nc2c(C)[nH][nH]c2=O)c(C)c1,0,-31,-9,-5,0,-0.6,4,37,0,33

# Only bCat KO growth, GALR2 antag and E-sel TNF inh, for some of the entries so far:
SMILES,bCat KO growth,GALR2 antag,E-sel TNF inh
COc1ccc(C2C(C#N)=C(N)N(c3cccnc3)C3=C2C(=O)CCC3)cc1Cn1cc([N+](=O)[O-])cn1 (stereo not given),80,-8,-6
CCCc1cc2c(OC(=O)CC)c(-c3ccc(C(=O)OCC)o3)c(=O)oc2cc1OC,92,4,.

# In the list so far, ten contain an aryl thioether with sulfur outside any ring:
SMILES,E-sel TNF inh,BB579 growth dn,Yeast life ext,GALR2 antag,Phagocytosis inh,MRP-1 activ,Measles CPE,bCat KO growth,NPY-Y2 antag,PTEN del growth
CNc1nc(SCc2ccc(C)cc2)nc2c1CCCC2,.,24,-11,6,.,3.7,57*,85,5,72
COc1ccc(C(=O)CSc2nnc(-c3ccco3)n2C)cc1,5,26,-3,-3,0,-2.2,3,94,-1,100
CCn1c(SCc2ccccc2Cl)nc2nc3c(cc2c1=O)CCCC3,.,-21,-3,5,-11,1.3,6,77,18*,75
COc1cccc(C2(CSc3nnc(-c4cc(OC)c(OC)c(OC)c4)o3)OCCO2)c1,-25,-12,1,3,-1,-4.8,19,85,4,87
CC1CC(C)CN(C(=O)CSc2nnc(CSc3ncccn3)n2C)C1 (stereo not given),1,-11,-12,4,.,-0.9,10,89,1,95
CC(=O)c1ccc(-n2nnnc2SCC(=O)NNC(=O)c2ccco2)cc1,.,-29,-20,-4,.,-1.3,4,101,2,104
Cc1ccc(SCc2cc(=O)[nH]c(N3CCN(Cc4ccc5c(c4)OCO5)CC3)n2)cc1,-26,-36,6,0,1,-0.8,13,96,4,96
CCOc1ccc(NS(=O)(=O)c2ccc(SC)cc2)cc1,-10,-49,0,-3,.,-4.8,8,80,3,81
CCn1c(SCC(=O)c2ccccc2)nnc1-c1cc2cc(Br)ccc2o1,15,-23,-2,5,-1,-4.1,22,99,0,91
O=c1cc(CSc2nnnn2-c2ccccc2)nc(Nc2ccc(F)cc2)[nH]1,.,-20,-9,-7,-2,-1.9,7,69,2,79

# Random draw from the library (roughly 6.3% active in at least one column).
